Assay outcomes (PubChem BioAssay)
bovine MsrA act – bovine MsrA enzyme activators, primary screen, biochemical, absorbance, HTS; Methionine sulfoxide reductase A (Bos taurus); purified bovine MsrA, absorbance read-out; activation, % at 10.6 µM; 0.3% of 360,000 active; in the data active = activation above about 7.5%;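 also: 0% = vehicle and 100% = reference activator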
eLon inh – inhibitors of E. coli Lon protease, primary screen, biochemical, fluorescence polarization; purified E. coli Lon protease; inhibition, % at 7.94 µM; 0.42% of 360,000 active; in the data active = inhibition above about 13%, passing the limit was not always enough;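 also: 0% = enzyme with probe and DMSO and 100% = no enzyme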
Neddylation inh – inhibitors of cullin neddylation, primary screen, biochemical, TR-FRET, uHTS, NAE and Ubc12; NEDD8-conjugating enzyme Ubc12 (Homo sapiens) + NEDD8-activating enzyme E1 regulatory …; calls only at 25 µM; 0.58% of 360,000 active; in the data active = inhibition above about 36%
MsrA inhibitor – bovine MsrA enzyme inhibitors, primary screen, biochemical, absorbance, HTS; Methionine sulfoxide reductase A (Bos taurus); purified bovine MsrA, absorbance read-out; inhibition, % at 15.5 µM; 0.75% of 360,000 active; in the data active = inhibition above about 4.5%;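 also: 0% = vehicle wells with enzyme and 100% = reference inhibitor wells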
Rin1 Abl inh – inhibitors of Rin1-Abl protein binding, primary screen, biochemical, TR-FRET | Tyrosine-protein kinase ABL1 (Homo sapiens) + Ras and Rab interactor 1 (Homo sapiens), … | inhibition, % at 7.35 µM | 0.4% of 360,000 active; in the data active = inhibition above about 5%, passing the limit was not always enough
MT1-MMP act inh – blockers of MT1-MMP proenzyme processing, primary screen, HT1080 RFP-PRO-GFP cells, GFP/RFP fluorescence; GFP/RFP ratio fluorescence, overnight; percent of plate control window, DMSO zero; GFP/RFP ratio change, % at 20 µM; 0.061% of 360,000 active; Matrix metalloproteinase-14 (Homo sapiens), P50281;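 active = GFP/RFP ratio change of at least 30% with cell ATP level not reduced by more than half and red fluorescence within 50% of control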; also: strong numbers were not always called active
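Assay system: RFP-PRO-GFP reporter HT1080 cells; read-out basis: GFP/RFP fluorescence ratio; benchmarks: DMSO wells and RFP-L50D-GFP cells; doses: 20 µM single dose, 1% DMSO; schedule: overnight cell settling, then overnight compound exposure, 37 °C, 5% CO2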
FAS-TE inh – FAS thioesterase domain inhibitors, primary screen, biochemical, fluorescence intensity, uHTS. inhibition, % at 15 µM. Fatty acid synthase (Homo sapiens), P49327. recombinant FAS-TE, OMFH fluorogenic substrate, fluorescence endpoint. 0.67% of 360,000 active;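 active = compounds whose normalised, plate-corrected inhibition of enzyme fluorescence in the single-dose primary screen is 50% or more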;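 also: 0% = DMSO with enzyme and 100% = substrate without enzyme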
Target sequence (P49327 whole entry, looked up, the tested form may be a part): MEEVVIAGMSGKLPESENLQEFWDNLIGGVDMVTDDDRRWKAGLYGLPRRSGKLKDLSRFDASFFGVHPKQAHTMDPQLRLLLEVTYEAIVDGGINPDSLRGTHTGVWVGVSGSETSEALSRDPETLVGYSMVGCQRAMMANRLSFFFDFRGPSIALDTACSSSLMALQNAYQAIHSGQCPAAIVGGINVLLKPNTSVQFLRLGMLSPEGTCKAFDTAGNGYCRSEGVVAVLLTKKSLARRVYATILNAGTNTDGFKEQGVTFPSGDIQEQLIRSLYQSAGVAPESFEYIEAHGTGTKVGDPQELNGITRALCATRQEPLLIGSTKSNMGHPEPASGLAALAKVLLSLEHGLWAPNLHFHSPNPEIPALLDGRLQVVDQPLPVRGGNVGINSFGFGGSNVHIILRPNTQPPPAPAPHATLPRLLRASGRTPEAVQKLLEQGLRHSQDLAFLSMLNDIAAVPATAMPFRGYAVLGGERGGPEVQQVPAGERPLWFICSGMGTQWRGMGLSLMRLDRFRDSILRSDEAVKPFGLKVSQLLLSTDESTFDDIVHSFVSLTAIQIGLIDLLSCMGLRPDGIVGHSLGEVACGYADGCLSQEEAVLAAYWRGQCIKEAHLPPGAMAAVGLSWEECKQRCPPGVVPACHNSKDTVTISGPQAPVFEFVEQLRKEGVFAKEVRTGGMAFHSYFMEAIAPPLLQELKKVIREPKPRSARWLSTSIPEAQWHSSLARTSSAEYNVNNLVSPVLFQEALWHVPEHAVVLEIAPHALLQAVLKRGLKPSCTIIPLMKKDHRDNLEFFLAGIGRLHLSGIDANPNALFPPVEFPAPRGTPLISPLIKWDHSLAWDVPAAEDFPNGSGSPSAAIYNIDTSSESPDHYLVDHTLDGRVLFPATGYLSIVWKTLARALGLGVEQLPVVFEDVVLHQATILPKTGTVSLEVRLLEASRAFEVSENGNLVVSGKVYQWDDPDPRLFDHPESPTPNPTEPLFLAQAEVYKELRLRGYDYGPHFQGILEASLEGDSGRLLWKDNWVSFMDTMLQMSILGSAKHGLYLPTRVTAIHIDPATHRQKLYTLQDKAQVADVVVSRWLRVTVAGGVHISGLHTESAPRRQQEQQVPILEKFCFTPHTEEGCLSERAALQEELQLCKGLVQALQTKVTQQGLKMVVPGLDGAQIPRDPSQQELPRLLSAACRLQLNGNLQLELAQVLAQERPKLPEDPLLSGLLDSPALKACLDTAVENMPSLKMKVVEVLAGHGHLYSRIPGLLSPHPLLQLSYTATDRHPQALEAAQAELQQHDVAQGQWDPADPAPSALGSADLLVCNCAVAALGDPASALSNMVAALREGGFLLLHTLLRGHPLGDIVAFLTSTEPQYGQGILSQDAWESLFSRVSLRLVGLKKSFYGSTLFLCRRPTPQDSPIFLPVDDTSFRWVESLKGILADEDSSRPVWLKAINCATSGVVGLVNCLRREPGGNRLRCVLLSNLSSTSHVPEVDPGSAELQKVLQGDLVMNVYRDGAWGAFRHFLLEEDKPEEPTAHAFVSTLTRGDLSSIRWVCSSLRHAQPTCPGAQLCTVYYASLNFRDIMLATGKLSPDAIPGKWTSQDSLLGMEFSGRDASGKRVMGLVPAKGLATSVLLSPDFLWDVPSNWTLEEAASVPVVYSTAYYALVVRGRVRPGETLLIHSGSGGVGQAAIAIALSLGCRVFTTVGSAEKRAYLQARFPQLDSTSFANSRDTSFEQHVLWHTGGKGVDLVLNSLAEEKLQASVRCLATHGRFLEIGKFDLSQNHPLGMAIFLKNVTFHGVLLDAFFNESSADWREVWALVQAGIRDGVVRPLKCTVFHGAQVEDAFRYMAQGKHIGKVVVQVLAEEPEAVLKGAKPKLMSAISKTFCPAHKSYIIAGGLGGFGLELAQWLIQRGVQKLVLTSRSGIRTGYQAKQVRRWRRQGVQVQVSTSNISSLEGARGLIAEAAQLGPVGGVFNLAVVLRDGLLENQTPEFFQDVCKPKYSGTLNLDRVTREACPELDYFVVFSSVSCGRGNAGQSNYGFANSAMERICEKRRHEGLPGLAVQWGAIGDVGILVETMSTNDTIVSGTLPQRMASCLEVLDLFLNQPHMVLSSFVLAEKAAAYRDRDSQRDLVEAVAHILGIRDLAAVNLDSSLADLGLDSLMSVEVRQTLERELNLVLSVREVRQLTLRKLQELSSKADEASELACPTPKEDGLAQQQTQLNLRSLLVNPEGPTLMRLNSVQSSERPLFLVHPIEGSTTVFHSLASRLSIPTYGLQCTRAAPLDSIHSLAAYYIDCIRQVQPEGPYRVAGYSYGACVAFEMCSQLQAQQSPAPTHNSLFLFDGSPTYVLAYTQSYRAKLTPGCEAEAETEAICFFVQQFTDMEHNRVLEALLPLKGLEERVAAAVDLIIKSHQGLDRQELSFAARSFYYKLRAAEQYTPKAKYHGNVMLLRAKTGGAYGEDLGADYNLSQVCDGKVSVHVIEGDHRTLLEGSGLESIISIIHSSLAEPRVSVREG
SKN-1 block – suppressors of acrylamide-induced Pgst-4::GFP reporter in worms, primary screen, SKN-1 inhibitor project, whole organism, uHTS, GFP/RFP fluorescence ratio, strain VP596 | C. elegans VP596 Pgst-4::GFP/RFP ratio, 24 h | inhibition, % at 21.8 µM | 0.49% of 360,000 active | AID 624304, 2012;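 active = interference check ratio from 0.5 to 1.5 plus GFP to RFP signal ratio inhibition reaching or exceeding a fixed threshold, cut at about 30% in these data, passing the limit was not always enough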; also: some compounds called inactive have numbers as strong as hits
NRP1-CendR mod – modulators of CendR peptide binding to NRP-1, primary screen, biochemical, fluorescence polarization, uHTS; Neuropilin-1 (Homo sapiens), O14786; FAM-RPARPAR peptide binding to NRP-1; inhibition, % at 25 µM; 0.85% of 360,000 active; AID 602438, 2012;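 active = inhibition or corrected inhibition above about 18%, plus a signal ratio from 0.5 to 1.5, limit read from the data, passing the limit was not always enough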; also: strong numbers were not always called active
* marks the source's active call; other numbers are inactive results; i = inactive; . = not tested or not shown; + = active, no number.

SMILES	bovine MsrA act	eLon inh	Neddylation inh	MsrA inhibitor	Rin1 Abl inh	MT1-MMP act inh	FAS-TE inh	SKN-1 block	NRP1-CendR mod
CCOC(=O)N1CCN(C(=O)c2ccc3c(=O)n(CCc4ccccc4)c(=S)[nH]c3c2)CC1	0.3	-3.4	i	1.4	2.4	1.7	5.8	23.1	0.5
COc1ccc(/C=N/N(C)C2=NS(=O)(=O)c3ccccc32)cc1OC	-3.5	3.2	.	1.4	-4.1	3.1	3.6	0.4	-3.7
O=C(Nc1cccc(NC(=O)c2cccc([N+](=O)[O-])c2)n1)c1cccc([N+](=O)[O-])c1	1.6	7.7	i	2.0	-1.0	-2.5	1.4	-7.2	-6.2
Cc1ccc(S(=O)(=O)N2CCN(C(=O)CSc3nnc(-c4ccco4)o3)CC2)cc1	2.0	-4.9	i	-0.6	-1.1	-0.7	4.4	-20.5	10.2
CN1CCOc2c1cnn(CCO)c2=O	-4.1	6.2	+	-0.2	-0.7	2.9	-3.4	-4.4	-0.5
COc1cc(-c2nnc(COC(=O)CSc3cc(C)c4ccccc4n3)o2)cc(OC)c1OC	-3.0	-3.0	i	0.3	-1.4	2.1	-4.0	-5.7	0.7
COc1ccc(N2CCN(C(=O)CCNS(=O)(=O)c3ccc(C)cc3)CC2)cc1	-3.5	-11.7	i	0.0	-1.0	-0.9	-1.6	-4.3	9.8
NS(=O)(=O)c1ccc(CNC(=O)c2ccc(Br)o2)cc1	-2.0	6.3	i	-0.4	-3.0	-2.0	-6.1	-0.9	-1.4
COc1ccccc1-c1nc(C#N)c(N2CC(C)CC(C)C2)o1 (centres undefined)	-0.5	1.3	i	0.5	3.1	1.5	8.8	14.3	-3.0
C[C@@H]1CNC(=O)c2c(C(=O)Nc3ccc(CNC(=O)OC(C)(C)C)cc3)ncn21	0.8	4.3	i	0.1	-1.5	2.4	-8.1	-11.8	-7.2
COc1ccc(S(=O)(=O)N2CCCCC2)cc1N(C)S(=O)(=O)c1ccccc1	-0.5	5.6	i	1.0	-0.7	-1.5	11.6	3.3	4.4
O=C(CCN1C(=O)S/C(=C\c2cccs2)C1=O)Nc1nccs1	-0.2	0.2	i	1.4	-5.3	0.7	-1.7	-8.5	-8.5
COc1ccc(-n2ncc3c(N4CCC(C)CC4)ncnc32)cc1	-5.9	-10.0	.	-0.6	0.3	2.0	2.5	-14.6	1.1
Cn1c(SCC(=O)N2CCc3ccccc32)nc2cccnc21	-0.6	-1.7	i	1.2	-0.4	-0.5	-7.6	4.8	8.3
CC(=O)N(CC(=O)O)c1ccccc1	-1.6	6.1	i	-1.1	-2.3	2.0	-13.7	-5.7	-2.8
COc1cccc(C(C)(O)c2nc(-c3ccc(OC)nc3)cs2)c1 (centres undefined)	-1.4	6.4	i	-0.1	-3.8	-2.9	3.7	30.5	-7.2
COc1ccccc1NC(=O)NC1(C(=O)N2CCC(O)CC2)CCCCC1	-2.2	-2.9	i	1.0	2.5	-9.7	-3.2	25.4	4.2
COc1cc(C(=O)Nc2nc3ccccc3s2)ccc1OCc1c(C)noc1C	-11.4	-1.2	i	1.3	2.5	16.2	14.1	-6.1	8.5
CCOC(=O)C1=C(C)N(C)C(=O)NC1c1ccc2c(c1)OCO2 (centres undefined)	-2.2	-3.5	i	-2.5	0.0	-3.5	-5.1	-6.4	1.5
Cc1cccc(NC(=O)Cn2cnc(S(=O)(=O)N3CCCC3)c2)c1C	-3.2	-5.6	i	1.4	4.4	0.0	-4.9	-4.7	6.3

3 compounds picked at random from the list so far, as already listed:
SMILES	bovine MsrA act	eLon inh	Neddylation inh	MsrA inhibitor	Rin1 Abl inh	MT1-MMP act inh	FAS-TE inh	SKN-1 block	NRP1-CendR mod
COc1ccccc1NC(=O)NC1(C(=O)N2CCC(O)CC2)CCCCC1	-2.2	-2.9	i	1.0	2.5	-9.7	-3.2	25.4	4.2
O=C(CCN1C(=O)S/C(=C\c2cccs2)C1=O)Nc1nccs1	-0.2	0.2	i	1.4	-5.3	0.7	-1.7	-8.5	-8.5
COc1ccc(S(=O)(=O)N2CCCCC2)cc1N(C)S(=O)(=O)c1ccccc1	-0.5	5.6	i	1.0	-0.7	-1.5	11.6	3.3	4.4

Following part.
SMILES	bovine MsrA act	eLon inh	Neddylation inh	MsrA inhibitor	Rin1 Abl inh	MT1-MMP act inh	FAS-TE inh	SKN-1 block	NRP1-CendR mod
COc1cc(O)c2c(=O)c3c(O)ccc(O)c3oc2c1	-12.2	-4.8	i	3.1	-1.3	-1.0	-4.1	0.8	-5.4
O=C(c1cc2cc(Cl)ccc2[nH]1)N1CCN(Cc2ccc3c(c2)OCO3)CC1	0.9	-6.6	i	-0.1	-3.7	-1.8	16.0	19.3	6.3
CCSc1nnc(NC(=O)CSc2nc3c(c(=O)n2-c2ccccc2)SCC3)s1	-2.6	-1.3	i	1.6	2.8	-2.6	1.3	3.8	-10.8
CCOC(=O)c1cc(-c2ccc(C)cc2)nc2nc(SC)[nH]c(=O)c12	-11.8	15.0	i	0.5	3.1	-2.9	-4.3	-2.1	21.4
Cc1ccc(S(=O)(=O)Nc2cc(=O)[nH]c(SCC(=O)Nc3cccc(C(F)(F)F)c3)n2)cc1	-4.5	-7.3	i	0.3	-0.6	1.3	-1.0	-8.9	-0.5
C=CCn1c(=O)c(C(=O)NCCNCC)c(O)c2ccccc21	-0.9	-5.7	i	-0.7	-2.6	3.2	-2.0	-7.2	-3.2
c1ccc2[nH]c(-c3cnco3)cc2c1	-0.6	-8.2	i	-0.1	1.6	-2.6	-6.6	18.2	-6.0
O=C(CCN1CCCCO1)NC1CCCc2c1cnn2-c1ccc(F)cc1F (centres undefined)	-1.7	-3.1	i	-0.6	-0.6	2.9	-4.5	7.7	-14.9
COc1ccc(Cl)cc1NC(=O)CN(C)C(=O)c1ccc(COc2ccccc2)cc1	-8.0	11.0	i	-0.2	2.7	4.3	20.6	15.3	-6.9
CC1=C(CCN2CCN(C3CCCC3)C(CCO)C2)C(C)(C)CCC1 (centres undefined)	-0.8	4.4	i	0.9	1.7	-1.5	-1.0	3.1	-5.3
O=C(CSc1ncccn1)N/N=C/c1cccs1	-11.3	-5.3	i	1.3	-2.4	8.2	-7.5	1.3	8.8
CN(C)c1ccc(-c2ccnc3c2CC(C)(C(=O)Nc2ccc(Cl)c(C(F)(F)F)c2)O3)cc1 (centres undefined)	-9.5	-3.4	.	0.8	3.0	-5.7	18.7	-3.7	-0.6
Cc1ccc(N=Nc2c(=O)[nH]n3c(C)cc(C)nc23)cc1	-0.7	-7.0	i	1.3	-6.2	14.3	-2.4	9.3	-32.5
O=C(CSc1nnnn1C1CCCC1)Nc1ccc2c(c1)OCO2	0.2	9.1	i	0.1	3.2	-1.7	-4.2	8.5	10.1
O=c1cc(N2CCCC2)c(-c2ccccc2)n[nH]1	-4.1	3.4	i	0.6	2.1	4.1	-5.4	3.8	21.2
CCOC(=O)C1CCN(C(=O)COc2ccc(S(=O)(=O)NC(C)(C)C)cc2)CC1	-7.3	-4.4	i	1.6	1.4	-4.3	-5.7	-6.1	0.4
Cc1ccc(N2C(=O)C3ON(c4ccccc4)C(CC(C)C)C3C2=O)cc1 (centres undefined)	-2.1	-3.3	i	-0.7	-1.5	-0.5	19.1	-5.2	-4.1
Cc1c(N/C(=N/S(=O)(=O)c2ccccc2)c2ccc(Cl)cc2)c(=O)n(-c2ccccc2)n1C	-11.8	4.5	i	-0.8	2.4	4.5	-9.6	-16.9	1.8
COc1cccc(OCCNC(=O)c2cc(OC)c(OC)c(OC)c2)c1	-11.0	9.1	i	-0.6	1.2	-2.6	-4.0	-8.3	-3.5
CC(C)n1cnc2c(NCc3ccccc3)cc(Cc3ccc(F)cc3)cc21	-3.0	4.5	i	0.1	4.9	-4.3	20.1	-3.0	17.3
COc1cc(NC(=O)C2CCCN(c3ncnc4c3nc3n4CCCCC3)C2)cc(OC)c1OC (centres undefined)	-10.8	-2.3	i	-0.9	2.3	0.4	2.5	-14.5	6.2
OC[C@@H]1CN(CCN2CCOCC2)C[C@H](n2cnc3c(NC4CC4)ncnc32)O1	-9.4	-1.0	i	1.2	1.7	0.2	-9.8	9.5	-2.5
O=[N+]([O-])c1cccc(C=Nc2cc3c(cc2Br)OCCO3)c1	-7.8	1.2	i	-1.1	-1.4	0.0	2.1	-1.3	27.3*
COc1ccc(OCC#CCn2ccnc2)cc1	-13.1	-0.6	i	0.6	-1.3	2.8	-9.0	-3.9	13.9
Cc1noc(C)c1-c1ccc2nc[nH]c(=O)c2c1	0.7	-0.5	i	1.3	-1.3	4.3	-6.3	9.7	-1.2
COC(=O)c1ccc(CSC(=N)N)o1	-4.2	-3.4	i	-0.6	-1.9	3.2	1.3	1.8	-3.5
CN(CC(=O)Nc1cccc(F)c1)C(=O)c1sc2ccccc2c1Cl	-1.1	3.2	i	0.9	-0.4	-1.1	8.0	9.8	-2.6
COc1ccc(-c2cn(-c3ccc(C)cc3)c(=O)n2CC(=O)Nc2cccc(F)c2)cc1	-1.8	-20.2	i	1.1	-3.2	-5.9	9.6	11.2	-32.1
O=C1NN(CCO)C(=S)Nc2ccccc21	-9.4	-4.2	i	0.7	0.2	1.4	-9.5	-13.2	-2.5
Cc1ccc(C(=O)Nc2nnc(C)s2)o1	-0.3	-6.8	i	1.6	2.0	-0.2	-2.9	1.1	5.8
CN(C)CCCN=Cc1c(-c2ccccc2)[nH]n(-c2nc3ccccc3s2)c1=O	-3.4	-1.3	i	-0.3	-1.0	7.9	-0.4	13.4	5.7
O=C(c1cccc(S(=O)(=O)N2CCCC2)c1)N1CCN(c2ccccc2)CC1	-0.4	8.7	i	-1.2	-2.1	-8.7	-8.2	-5.3	2.0
Cc1ccc(C(=O)Nc2ccc(S(=O)(=O)Nc3cnc4ccccc4n3)cc2)cc1	-1.1	-1.1	i	1.7	4.2	2.5	-3.9	-13.3	3.8
O=C(CN(Cc1ccc(Cl)cc1)C(=O)CN1C(=O)COc2ccccc21)NC1CCCC1	-0.5	1.6	i	0.3	3.8	-2.7	11.8	7.3	-2.9
CCCc1nc(N)nc2c1C(=O)CC(C)(C)C2	-5.0	-2.9	i	0.8	0.5	1.7	-3.4	-23.3	-14.2
CC(=O)c1c(C)[nH]c(C(=O)OCc2c(F)cccc2Cl)c1C	-5.3	-3.6	i	1.3	1.4	-20.1	6.6	16.2	-20.6
CCOc1ccccc1C1C(C#N)=C(N)SC(N)=C1C#N	-5.0	-373.9	i	1.2	-20.0	-162.6	-83.4	-10.3	134.3
CCOCC(=O)N1CCN(c2ccc(F)cc2)CC1	-9.0	3.2	i	1.1	3.6	1.1	-6.2	-9.3	16.1
OC(c1ccccc1)c1nc(-c2csc3ccccc23)cs1 (centres undefined)	-0.8	5.2	i	1.1	-5.5	1.7	14.8	-1.8	-0.7
O=C(COC(=O)/C=C/c1ccco1)NCc1ccc2c(c1)OCO2	-4.5	1.5	i	0.3	1.4	-1.6	-0.9	2.2	0.0
COc1ccc(NC(C)=O)cc1S(=O)(=O)NC(Cc1ccccc1)C(=O)O (centres undefined)	-3.7	-7.4	i	-1.3	-7.1	1.6	-4.9	-3.4	4.2
NNC(=O)c1cncn1-c1ccc(F)cc1	-8.0	5.1	i	0.5	-2.5	0.8	-11.3	-11.4	11.6
